INS-1E GSIS act – primary screen for activators of insulin secretion dependent on glucose, INS-1E cells, GLuc reporter luminescence; INS-1E GLuc reporter insulin secretion, 2-3 h; activation, % at 16.6 µM; hit rate 0.61% among 370,000; AID 743287;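 active means lowest replicate activation of at least 40%, so every replicate reaches that level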;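 further: 0% = median of neutral control wells and 100% = median of IBMX positive control wells; some compounds called inactive have numbers as strong as hits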
DENV2 CPE rescue – inhibitors of DENV2 cytopathic effect; CPE inhibition, % at 9.99 µM; AID 651640; DENV2-infected cells, cytopathic effect rescue, plate reader; hit rate 1.7% among 350,000; in the data active means CPE inhibition above about 20%, passing the limit was not always enough; inconclusive means no clear call, values can overlap the other calls; tested in BHK-21 cells;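 further: 0% = median of neutral control wells and 100% = median of positive control wells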
PAX8 reporter – lowers PAX8-driven luciferase in RMG-I cells; inhibition, % at 12.6 µM; RMG-I TPO-luciferase reporter, SteadyGlo, 24 h; hit rate 1.2% among 360,000;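 active means mean replicate inhibition at least 60% with every replicate also reaching 60%; inconclusive means only one of the two criteria is met; inactive means mean below 60% and not all replicates reaching 60%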;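 further: luciferase light reporting Pax8 driven TPO promoter activity; plate controls were median of neutral control wells for no effect and mitoxantrone controls for full effect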
EWS-Fli block – EWS/Fli transcriptional activity inhibition | A673 NR0B1-luciferase reporter, viability-normalised | inhibition, % at 12.6 µM | hit rate 0.67% among 350,000 | AID 651661;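 active means mean inhibition of at least 50% after viability correction, with every replicate also passing that limit; inconclusive means mean reaches 50% but only one of two replicates passes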;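 further: firefly luciferase signal divided by Alamar Blue viability fluorescence both relative to DMSO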
CFTR F508del cor – CFTR F508del correction in bronchial cells; CFBE cells, YFP halide quenching; stimulated with forskolin plus potentiator P3; % fluorescence drop versus neutral controls; activity (quench increase), % at 7.58 µM; hit rate 0.36% among 350,000;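 active means mean added fluorescence quench of at least 8% versus neutral control, with both replicates also reaching 8%; inconclusive means only one of the mean or replicate conditions met; inactive means mean below 8% and not both replicates reaching 8%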;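 further: cells transiently co-express mutant CFTR-F508del with the halide-sensitive YFP; corrector assay measuring rescue of mutant channel to the surface after 24 h compound exposure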
FN deposit inh – fibronectin deposition inhibition | hit rate 0.086% among 350,000 | AH1F fibroblasts, Alexa488-fibronectin deposition fluorescence, overnight | inhibition, % at 12.6 µM;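 active means mean inhibition across replicates of 30% or more, regardless of how many single replicates reach that level; inconclusive means mean under 30% yet at least half of replicates reach 30%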;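 further: positive control wells lacked labelled fibronectin entirely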
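Material: AH1F fibroblast monolayer depositing Alexa488-labelled fibronectin into matrix / Amount: 10000 AH1F cells per well / Signal: fluorescence 485/525 nm / Medium: DMEM, 2% serum / Compound: single dose, pinned / Incubation: 1 h cell adhesion before compound, then overnight fibronectin incubation / Reagent: Alexa488-FN, 24 nM final / Read-out: inhibition of fibronectin deposition signal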
miR-122 sensor – inhibitors of miR-122 in Huh7 cells; activation (reporter increase), % at 12.5 µM; Huh7 miR-122 Renilla luciferase sensor, 48 h; neutral wells = 0, positive control = 100; hit rate 0.3% among 340,000;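 active means mean replicate activation score at least 90 and every replicate individually at or above 90; inconclusive means only one of the two criteria met; inactive means neither criterion met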;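 further: higher luciferase means less miR-122 activity so hits act as miR-122 inhibitors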
Active calls of the source: *; ? = inconclusive; / = no result given; & = joins results of further samples; [ ] = dose if it differs, or a comment.

SMILES | INS-1E GSIS act | DENV2 CPE rescue | PAX8 reporter | EWS-Fli block | CFTR F508del cor | FN deposit inh | miR-122 sensor
Cc1nn2c(NCCOCCO)c3c(nc2c1-c1ccccc1)CCC3 | 3 | -2 | -6 | 0 | -2.8 | 2 | /
Cc1ccc(C(=O)N/C(=C/c2ccco2)C(=O)N2CCCCC2)cc1 | -6 | 0 | 6 | -9 | 1.7 | -3 | /
C=CCOC(=O)C1=C[C@@H](c2ccc(Br)cc2)C[C@@H](OCc2ccc(CO)cc2)O1 | -19 | -3&11 | -10&10 | -7&-7 | 2.2&0.3 | -4 | -8
Cc1ccc(C)c(C(=O)OCC(=O)Nc2cccc(S(=O)(=O)NC3=NCCCCC3)c2)c1 | -16 | -5 | 11 | 0 | 1.1 | 3 | /
CC1CC(C)CN(C(=O)Cn2c(-c3nonc3N)nc3ccccc32)C1 (stereo not given) | / | / | 2 | / | / | 3 | 5
O=C(Nc1ccc(S(=O)(=O)N2CCOCC2)cc1)c1ccco1 | -3 | / | -24 | / | / | -1 | 0
CCn1nc(C(=O)NNC(=O)C2CSC3(C)CCC(=O)N23)c2ccccc2c1=O (stereo not given) | 9 | -3 | -1 | 1 | 1.9 | 3 | -11
Cc1cccc(CCNC(=O)c2nnc(Cc3ccc(Cl)cc3)o2)c1 | 6 | -6 | 4 | -10 | 1.4 | 18 | -2
O=C(NCC[C@H]1CC[C@H](NS(=O)(=O)c2cccc(F)c2)[C@@H](CO)O1)c1cnccn1 | 0 | 2 | -8 | -10 | -2.0 | 0 | /
COc1ccc2c3c(n(C)c2c1)[C@H](CO)N(C(=O)c1ccncc1)CC31CCN(S(C)(=O)=O)CC1 | 2 | -2 | -3 | -7 | 1.4 | / | /
CCN(CC)CCCn1c(SCC(=O)Nc2cccc(F)c2)nnc1-c1ccoc1C | -4 | 5 | -27 | 0 | 1.3 | -1 | /
COc1ccc2c3c(n(C)c2c1)[C@H](CO)N(C(=O)Cc1ccccc1)CC31CN(C)C1 | 1 | -10 | -12 | -4 | -1.4 | 6 | /
COC(=O)N/N=C/c1cn(CCOc2ccc(OC)cc2)c2ccccc12 | -22 | ? | 6 | 8 | 5.3 | 0 | -3
C[C@@H]1CN([C@@H](C)CO)C(=O)c2ccccc2-c2ccccc2CO[C@H]1CN(C)S(=O)(=O)c1ccc(C#N)cc1 | -16 | ? | / | 0 | -2.2 | -9 | /
C[C@H]1CN([C@@H](C)CO)S(=O)(=O)c2ccc(C3=CCCCC3)cc2O[C@H]1CN(C)S(C)(=O)=O | -9 | 6 | / | -1 | -2.9 | -4 | -2[16.7 µM]
CCc1nnc(NC(=O)/C=C/c2ccco2)s1 | -2 | 5 | -1 | -34 | 1.2 | -4 | /
S=C(c1ccccc1)N1CCSCC1 | 8 | -2 | -7 | 0 | 2.5 | 0 | -3
CC(C)Oc1cccc(NC(=O)C2(C)CCCN2C(=O)C(C)C)c1 (stereo not given) | 11 | -4 | 11 | -3 | -1.9 | 5 | 4
COc1ccccc1OCc1csc(N)n1 | 31 | 1 | 6 | 1 | 3.6 | 14 | 1
CCn1cc(C2=NOC(C(=O)Nc3cccc(C(C)=O)c3)C2)c(C)n1 (stereo not given) | -27 | -1 | / | 11 | 0.6 | / | -3
CCC/C=C1/CCCOC(C(=O)NCc2ccccn2)(C(F)(F)F)C1 (stereo not given) | -27 | -8 | -9 | 1 | 0.3 | 6 | /
Cc1cc(NCCOCCO)n2ncc(-c3ccc(Cl)cc3)c2n1 | / | / | -71 | / | / | 15 | 1
CC(C)CN(C(=O)COC(=O)COc1ccc2ccccc2c1)c1c(N)n(Cc2ccccc2)c(=O)[nH]c1=O | 15 | -7 | 4 | 7 | -2.0 | -3 | /
C[C@H]1CN([C@@H](C)CO)S(=O)(=O)c2ccc(C#Cc3cccc(F)c3)cc2O[C@H]1CN(C)C | -7 | 3 | / | -1 | -0.7 | 2 | -7[16.7 µM]
CSCCC(NC(=O)c1ccccc1)C(=O)N/N=C(\C)Cc1ccccc1 (stereo not given) | -3 | 0 | -3 | 1 | -0.3 | 18 | /
C=CCN1CC(=O)N2C(c3ccccc3)c3[nH]c4ccccc4c3C[C@H]2C1=O (stereo not given in full) | -22 | -1 | 13 | 17 | 0.7 | 0 | 19
COc1ccc2c(=O)c(N3C(=O)c4ccccc4C3=O)coc2c1 | / | / | -14 | / | / | 4 | -2
O=C(Nc1cc(Cl)cc(Cl)c1)c1ccno1 | 3 | 3 | -8 | 0 | -5.2 | 1 | 1
O=C(c1ccc(CS(=O)(=O)c2ccc(Br)cc2)o1)N1CCCC1 | 4 | -5 | -21 | -3 | 1.3 | -8 | 0
CC1=CC(C2CC(=O)N(c3ccccc3C)C2=O)CC2C(=O)N(c3ccccc3C)C(=O)C12 (stereo not given) | -4 | -3 | -22 | -4 | / | -8 | /
NC(=O)CSc1nnc(-c2ccco2)n1-c1ccccc1 | 15 | 2 | -6 | -2 | 2.4 | 5 | -10
CCSc1nnc(NC(=O)C(C)Sc2nc3ccccc3[nH]2)s1 (stereo not given) | 11 | / | -24 | / | / | -4 | /
CC(C)C(=O)NNC(=O)CSc1ncnc2c1cnn2-c1ccccc1Cl | 17 | -1 | 22 | -6 | -1.7 | -2 | /
CN(CC(=O)Nc1ccccc1Br)C(=O)CNC(=O)Cc1cccc2ccccc12 | -19 | -5 | / | / | 5.2 | 11 | -7
O=C(NCc1ccc(F)cc1)C(=O)c1cn(CC(=O)N2CCCC2)c2ccccc12 | -16 | -2 | 26 | 1 | 0.4 | -5 | /
CNC[C@@H]1Oc2ccc(NC(=O)C3CC3)cc2C(=O)N([C@H](C)CO)C[C@@H]1C | 11 | -7 | 9 | -1 | 0.7 | / | -6[16.7 µM]
C[C@H](CO)N1C[C@H](C)[C@H](CN(C)S(C)(=O)=O)Oc2c(NC(=O)CCCCCC(=O)Nc3ccccc3N)cccc2C1=O | 11 | -1 | -36 | 15 | 0.6 | / | /
CCOc1ccc(CCN2C(=O)C(=O)N([C@@H](Cc3ccccc3)CN3CCC[C@H]3CN3C(=O)C(=O)NC[C@@H]3Cc3ccccc3)C[C@@H]2Cc2ccccc2)cc1 | 27 | -5 | 22 | 20 | 0.4 | -2 | /
COc1ccc(NC(=O)c2cc(SC)ccc2Cl)cc1 | -4 | / | -17 | / | / | 0 | /
CCCOc1ccc(/C=N/Nc2ccc(C(=O)O)cc2)c(OCCC)c1 | -29 | 2 | -13 | 5 | -2.2 | -4 | /

Single entries from the entries so far.
In INS-1E GSIS act, `COC(=O)N/N=C/c1cn(CCOc2ccc(OC)cc2)c2ccccc12` has -22
In DENV2 CPE rescue, `CC(C)C(=O)NNC(=O)CSc1ncnc2c1cnn2-c1ccccc1Cl` has -1

(next part)
SMILES | INS-1E GSIS act | DENV2 CPE rescue | PAX8 reporter | EWS-Fli block | CFTR F508del cor | FN deposit inh | miR-122 sensor
Cc1cccc(-n2cc(-c3ccccc3)c3c(N4CCOCC4)ncnc32)c1 | -14 | 1 | 68* | -10 | -7.1 | 5 | 10
C[C@H](CO)N1C[C@H](C)[C@@H](CN(C)S(=O)(=O)c2ccc(F)cc2)Oc2ccc(NC(=O)Cc3cn(C)c4ccccc34)cc2C1=O | -21&-46 | 5 | 38 | 7&13 | -2.7&3.9 | -11 | 0[16.7 µM]
CCOc1ccc(NC(=S)Nc2ccc(Br)cc2Cl)cc1 | 5 | -5 | -5 | 9 | 1.3 | -8 | /
O=C(Nc1cc(S(=O)(=O)N2CCOCC2)ccc1N1CCCCC1)c1ccc(Cl)cc1 | -10 | ? | 2 | 6 | -3.4 | -3 | /
Cn1c(-c2ccccc2)c(CCO)c2ccccc21 | 4 | / | -2 | / | / | -3 | 6
Cc1nn(C)c(NC(=O)c2ccc(Cl)cc2Cl)c1Br | 3 | 1 | -20 | -8 | -0.9 | 2 | -10
O=C(c1ccc(C(=O)N2CCCc3ccccc32)nc1)N1CCCc2ccccc21 | 2 | 7 | / | 6 | 1.1 | / | -2
Cc1ccc(-c2cc(C(=O)Nc3cnn(C45CC6CC(CC(C6)C4)C5)c3)no2)cc1 | 17 | 9 | / | -21 | -0.7 | / | -17
Cc1ccc(S(=O)(=O)Nc2ccc3c(c2)C(=O)N([C@H](C)CO)C[C@H](C)[C@@H](CN(C)C(=O)C2CCCCC2)OCCCC[C@H](C)O3)cc1 | -29 | ? | 14 | 7 | 2.5 | 1 | -7[16.7 µM]
CC=Cc1ccc2n(c1=O)C[C@@H]1[C@@H](CO)[C@H](C(=O)NCCC)N(CC3CCOCC3)[C@H]21 (mixture of isomers) | -10 | 2 | / | -1 | -2.0 | / | 6[16.7 µM]
S=c1[nH]nc(Nc2ccccc2)s1 | -5 | -1 | 0 | -15 | / | / | 1
CC(C)=CC1C(C(=O)NCCc2ccccc2)C1(C)C (stereo not given) | 8 | 8 | -5 | 2 | 0.6 | -1 | /
CSc1ccc(Cl)c(C(=O)Nc2cc(S(=O)(=O)N3CCOCC3)ccc2N2CCOCC2)c1 | / | 3 | 5 | 9 | 2.1 | -12 | -5
Cn1c(SCC(=O)Nc2sccc2C(N)=O)nnc1-c1ccncc1 | 1 | 0 | -1 | 3 | -0.2 | -17 | -5
COCCn1c(=NC(=O)c2nc3ccccc3s2)sc2cc(S(C)(=O)=O)ccc21 | -6 | / | 12 | / | / | 0 | 7
CCSc1nc2ccccc2c(=O)n1-c1c(C)n(C)n(-c2ccccc2)c1=O | 16 | 1 | 15 | 4 | 1.3 | -10 | /
O=C1CSC(c2ccc([N+](=O)[O-])cc2)N1c1ccccc1F (stereo not given) | 9 | -7 | 15 | -2 | 0.5 | 5 | -5
CC(C)NC(=O)C(=O)NCCCN1CCOCC1 | -1 | 0 | 1 | 0 | -0.5 | / | -6
COc1ccc(NC(=O)N(C)C[C@H]2Oc3ccc(NC(=O)Nc4c(C)noc4C)cc3C(=O)N([C@@H](C)CO)C[C@@H]2C)cc1 | 2 | 1 | -27 | -2 | -1.0 | / | -1[16.7 µM]
S=c1[nH]c(-c2cccs2)cn1-c1ccccc1 | 8 | -1 | -89 | -29 | 0.3 | 9 | 11
CCN(CC)CCN(C(=O)c1ccc(C(=O)c2ccccc2)cc1)c1nc2cc3c(cc2s1)OCO3 | -29 | / | -100 | / | -6.1 | -1 | -3
CC(C)(C)[C@@H]1C=C(C(=O)O)O[C@H](OCc2ccc(CO)cc2)C1 | -2 | -2&-6 | 7&-18 | 2&8 | -0.4&0.0 | -18 | -1
Cc1cccc(C(=O)Nc2sc3c(c2C(=O)O)CCC3)c1 | 10 | -4 | 15 | -60 | -2.6 | -10 | 4
COc1ccc(S(=O)(=O)Nc2ccc3c(c2)C(=O)N([C@H](C)CO)C[C@H](C)[C@@H](CN(C)Cc2ccc(Cl)c(Cl)c2)OCCCC[C@@H](C)O3)cc1 | -19 | -1 | 94* | 35 | 3.5 | / | /
CCCN(C)C[C@H]1OCCCC[C@@H](C)Oc2ccc(NS(=O)(=O)c3cn(C)cn3)cc2C(=O)N([C@@H](C)CO)C[C@H]1C | 15 | / | -24 | -5 | -0.3 | / | -5[16.7 µM]
Cc1ccccc1C(=O)OCc1cnc(Cl)s1 | 15 | 11 | 18 | 2 | 3.3 | 5 | -6
O=C(NC1CCCC1)N1CCCCN2[C@@H](CO)[C@@H](c3ccc(/C=C/c4ccccc4)cc3)[C@@H]2C1 | 0 | -22 | 104* | 73* | -4.1 | / | -27[16.7 µM]
CO[C@H]1CN(C)C(=O)c2cc(NC(=O)C3CC3)ccc2OC[C@H](C)N(C)C[C@@H]1C | 21 | -7 | -12 | -8 | 2.9 | -3 | /

Screening data from PubChem BioAssay.
